Screening data deposited in PubChem by several laboratories.
MT stabilizer = microtubule stabilization, imaging screen. HeLa tubulin immunostaining HCS, 24 h; share of cells brighter than vehicle mean+2SD. % tubulin-high responders, % at 10 µM. 200,000 compounds, 0.83% hits. AID 2205;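 active = plate Z-score above 3 for both tubulin-high and condensed-nucleus cell shares, with cell loss under 80%, at 10 µM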;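 also: anti alpha tubulin signal scored within the nucleus-defined area of each cell; some results filed as inactive read as strong as hits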
b-catenin transl = beta-catenin nuclear translocation modulation; AID 1665; 190,000 compounds, 0.3% hits; HeLa beta-catenin nuclear translocation, immunofluorescence imaging; nuclear translocation activity, % at 5 µM;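 active = nuclear translocation activity above 50% at 5 µM, with a well cell count of 50 or more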;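 also: per-cell ratio of nuclear to cytoplasmic median beta-catenin stain intensity; plate controls were DMSO negative control for no effect and GSK-3 inhibitor IX positive control for full effect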
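Test system: HeLa cells, endogenous beta-catenin; Compound: single 5 µM dose plus 0.02–20 µM confirmation series; Times: compound exposure 24 h at 37°C; Signal: fluorescence imaging of beta-catenin antibody stain plus DAPI; Read-out: % activation, nuclear-to-cytoplasmic median beta-catenin signal ratio per cell.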
T cell modulator = T cell immune modulators affecting CD8 T cell-vesicle binding; calls only at 7 µM; 330,000 compounds, 0.068% hits; 2C CD8+ T cell-vesicle binding, flow cytometry; active compounds read low;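 active = response, share of CD8 T cells binding vesicles, and their 90th percentile fluorescence all below set limits, cut at about 80% in these data, passing the limit was not always enough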
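material = purified 2C TCR transgenic mouse naive CD8+ T cells | controls = Unloaded micro-vesicles (low), QL9 vesicles with 0.7% DMSO (high) | detection = cytometric PE anti-B7-1 and Alexa647 anti-CD8 signals after 1% paraformaldehyde fixation | incubation = binding step 1.5 h, 37 °C, antibody labelling 20 min, ice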
Autophagy HCS = alters autophagy in cells; MEF GFP-LC3 puncta imaging; test concentration mostly 10 µM; 190,000 compounds, 0.98% hits; calls only at 10 µM (by protocol);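 active = percentage of spot-positive cells more than 3 SD above its plate mean, without a fluorescence outlier flag or 80% toxicity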;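 also: spot-positive cell cutoff set from DMSO-treated cells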
PMI inhibitors = MPI enzyme activity inhibition – biochemical, fluorescence intensity, coupled assay, primary screen (AID 1209). purified PMI enzyme, coupled fluorescence intensity; higher % means a stronger effect. inhibition, % at 20 µM; hits with a dose series show IC50 in µM. 190,000 compounds, 0.42% hits;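 also: plate controls were DMSO vehicle for no effect and wells lacking substrate for full effect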
Ins promoter up = MIN6 insulin promoter up-regulation. MIN6 insulin promoter-GFP reporter, high-content imaging; active compounds read high. z-score at 5 µM. 190,000 compounds, 0.3% hits;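 active = z-score above 3 at 5 µM with at least 500 cells counted in the well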
Lipid droplet = hepatic lipid droplet formation modulation; 240,000 compounds, 0.4% hits; AML12 mouse hepatocytes, oleate lipid droplets, BODIPY imaging; inhibition, % at 6.5 µM;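 active = lipid droplet intensity inhibited by at least 50%, with more than 500 cells counted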
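Technique: fluorescence imaging, 20x objective, two fields per well / Assay system: AML12 hepatocytes (mouse) / Measure: % inhibition of lipid droplet signal / Doses: 6.5 µM single-point dosing / Incubation: overnight exposure / Reagent: 100 µM oleic acid challenge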
TNAP activation fold = stimulation of alkaline phosphatase TNAP activity – biochemical, luminescent, no phosphate acceptor, uHTS, primary screen (AID 1001). purified TNAP, luminescent activation assay, no phosphate acceptor; higher activation fold means a stronger effect. activation fold at 20 µM; hits with a dose series show EC50 in µM. 200,000 compounds, 0.03% hits; in the data active = activation fold from about 3, or a potency from the dose series; inactive = the rest, 99 in 100 with activation fold below about 1.6; also: many of its hits are not listed in these tables
PMI inhibition = human PMI inhibitors, high substrate, primary screen, biochemical, fluorescence intensity, high mannose 6-phosphate (AID 1220); recombinant PMI enzyme, coupled fluorescence intensity; higher % means a stronger effect; one-dose inhibition, % at 20 µM; IC50 in µM for titrated hits; 190,000 compounds, 0.66% hits
Ins promoter up cell count = also measured in Ins promoter up; calls as there; cell count; measured here: cytotoxicity, nuclei count;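 total cells summed across four imaged fields per well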
Lipid droplet cells 6.5 µM = also measured in Lipid droplet; calls as there; cell count; measured here: cell count, cytotoxicity flag;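 cells counted across two imaged fields per well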
b-catenin transl cell count 5 µM = second read-out of b-catenin transl, no call of its own (marks repeat the call); cell count; measured here: cell count, cytotoxicity flag
T cell modulator vesicle-bound % = further read-out of T cell modulator, marked with its call; double positive events, %; measured here: CD8+ vesicle-bound cell fraction;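 binding gate set so that unloaded-vesicle control wells show 10% double positive cells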
MT stabilizer Hoechst-high % = further read-out of MT stabilizer, marked with its call; % Hoechst-high responders; measured here: nuclear condensation Hoechst responders;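 share of cells brighter than vehicle mean plus two SD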
MT stabilizer cytotoxicity % = also measured in MT stabilizer; calls as there; toxicity, %; measured here: cytotoxicity by cell density;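 0% = mean cell density of plate MIN control wells and 100% = no cells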
Autophagy HCS cell loss 18 h = recorded beside Autophagy HCS, whose call it bears; toxicity, %; measured here: cell loss, nuclei count;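 cell loss after 18 h compound exposure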
* hit, by the source's call; i = inactive; . = not tested or not shown. Rule as the data show it, unless noted: active = inhibition above about 50%; inactive = the rest.

SMILES	MT stabilizer	MT stabilizer Hoechst-high %	MT stabilizer cytotoxicity %	b-catenin transl	b-catenin transl cell count 5 µM	T cell modulator	T cell modulator vesicle-bound %	Autophagy HCS	Autophagy HCS cell loss 18 h	PMI inhibitors	Ins promoter up	Ins promoter up cell count	Lipid droplet	Lipid droplet cells 6.5 µM	TNAP activation fold	PMI inhibition
Cc1ccc(NC(=O)COc2ccccc2C(=O)NCCN(C)C)cc1	2.9	1.7	1.1	0.3	1092	i	28	i	0	-8%	0.31	1183	-1	705	1	-2%
CC1=Nn2c(nc(-c3ccccc3)c2-c2ccccc2)NC(=O)C1Br (stereo not given)	0.6	2.0	19	.	.	i	34	i	6	5%	.	.	7	740	1.1	0%
O=c1c2ccccc2nc(SCc2cn3ccsc3n2)n1-c1ccc(F)cc1	3.2	1.2	2.9	0.4	1056	i	17	i	-3	22%	0.37	1748	-2	640	1.1	24%
O=C(CCCCCCN1C(=O)c2ccccc2C1=O)Nc1nccs1	4.6	2.6	1.3	-2.1	1230	i	21	i	0	-1%	0.69	1237	-25	751	1.1	2%
CCOc1ccc(NC(=O)CCN2CCN(S(=O)(=O)c3cc(Cl)ccc3OC)CC2)cc1	5.4	2.3	3.6	-0.7	1036	i	56	i	13	12%	0.83	1703	-26	482	1	12%
CN(C)C(=O)c1cn(-c2ccccc2)nc1-c1cccs1	1.9	1.6	6.8	-7.4	1167	i	43	i	-18	-4%	.	.	-7	800	1.1	-7%
Cc1cc(C)c(C#N)c(SCC(=O)Nc2ccc(S(=O)(=O)Nc3onc(C)c3C)cc2)n1	1.9	3.5	9.1	-0.6	1115	i	47	i	13	-2%	-0.62	1434	3	694	1.1	0%
O=C(c1cccs1)N1CCC(c2nc(-c3ccc(S(=O)(=O)N4CCOCC4)cc3)no2)CC1	4.5	1.8	1.9	-5.2	1028	i	54	i	6	9%	-2.6	995	.	.	1.1	10%
CCOC(=O)c1cnn(-c2ncnc3sc4c(c23)CCC4)c1N	3.4	1.9	7.9	1.8	1084	i	41	i	2	7%	-0.47	1227	.	.	1.1	6%
O=C(Cn1cnc2cc([N+](=O)[O-])ccc2c1=O)Nc1ccc2c(c1)CCC2	1.8	1.8	8.9	.	.	i	39	i	34	-6%	1.5	822	15	804	1.2	-6%
CCOC(=O)C1CCN(C(=O)c2cccc(S(=O)(=O)Nc3ccc(C)cc3C)c2)CC1	5.3	2.4	8.6	1.2	1002	i	17	i	11	10%	0.25	1219	-16	657	1.1	18%
COc1ccc2[nH]c3c(NCCC4=CCCCC4)ncnc3c2c1	4.3	2.1	3.2	0.9	550	.	.	i	5	2%	.	.	-33	591	1.2	8%
Cc1cccc(NCc2nc3ccccc3n2C)c1	1.0	1.2	3.2	-1.9	1107	i	12	i	0	-2%	1.2	783	-1	782	1	4%
Cc1ccc(CNC(=O)Cc2ccc(-n3cccc3)cc2)cc1	10	60	32	-2.5	554	i	25	i	23	-6%	-0.29	1340	-3	636	1.1	-4%
CCC(=O)Nc1c2c(nn1-c1cccc(Cl)c1)CSC2	3.8	1.7	10	-2.8	563	i	27	i	26	4%	0.93	1116	-7	666	1	6%
COc1ccccc1-c1nnc(SCC(=O)Nc2ccccc2)o1	1.7	2.8	11	0.1	929	i	40	i	3	15%	1.4	1355	-16	656	1.5	9%
O=C(NC1CCCC1)c1csc2c1CCCC2	4.4	3.6	8.7	1.1	774	i	28	i	-13	-3%	0.62	1211	.	.	1	-5%
Cc1ccc2nc(COc3ccc(N(C)S(=O)(=O)c4ccccc4)cc3)cc(=O)n2c1	2.3	3.1	6.3	-2.9	1077	i	20	i	5	16%	0.11	1377	3	703	1.1	46%
COc1ccc(C(=O)OCC2CC(c3ccccc3)=NO2)cc1OC (stereo not given)	2.2	1.5	2.8	0.2	974	i	59	i	24	-13%	0.32	1567	6	681	1.1	-13%
O=C(/C=C/c1cccs1)N1CCCCC1	2.7	2.9	7.5	-0.2	1591	i	40	i	15	11%	-0.09	1436	13	711	1	10%
Cc1[nH][nH]c(=O)c1C(c1ccc(O)c([N+](=O)[O-])c1)c1c(C)[nH][nH]c1=O	4.9	2.7	6.1	-2.9	1062	i	47	i	28	12%	-0.1	1545	-1	668	0.7	23%
S=C1NCCOCCNC(=S)NCCOCCOCCOCCN1	2.5	4.2	4.2	5.0	534	i	49	i	-9	-8%	0.03	1202	-2	678	1	-2%
COc1ccc(N2CCN(C3CC(=O)N(c4ccc5c(c4)OCCO5)C3=O)CC2)cc1 (stereo not given)	5.3	3.3	5.1	3.0	1092	.	.	i	-5	18%	0.06	824	1	745	1	10%
COc1ccc(NC(=O)c2ccc(C(=O)c3cc(OC)ccc3OC)cc2)cc1	0.9	1.7	6.3	2.4	1286	i	11	i	1	2%	-0.76	1471	.	.	1.2	3%
Cc1noc(C)c1S(=O)(=O)N1CCN(C(c2ccccc2)c2ccc(Cl)cc2)CC1 (stereo not given)	4.1	2.2	0.9	-0.2	1305	i	57	.	.	7%	0.15	923	.	.	1.1	5%
Cc1noc(NS(=O)(=O)c2ccc(NC(=O)CSc3nc4ccccc4[nH]3)cc2)c1C	3.1	0.1	11	.	.	i	11	i	0	3%	0.48	1207	2	697	1.1	1%
CCN(Cc1ccccc1)C(=O)C(C)OC(=O)c1cc(S(=O)(=O)Nc2c(C)n(C)n(-c3ccccc3)c2=O)ccc1C (stereo not given)	2.4	2.7	10	0.1	1089	i	21	i	20	-6%	-0.7	1131	-8	680	1.1	6%
COC(=O)c1ccc(Oc2ccc3nnc(C)n3n2)cc1	5.5	4.7	4.6	-1.6	526	i	21	i	6	-8%	0.04	1430	.	.	1.1	-1%
CCn1cnc2cc(NCc3cccc(OC)c3O)ccc21	3.4	1.8	8.0	-0.5	1082	i	65	i	-2	9%	0.43	1356	10	771	0.9	9%
COCCOC(=O)c1c(NC(=O)CN2CCOCC2)sc(C(N)=O)c1C	5.1	2.7	7.9	-3.2	1199	i	39	i	6	7%	-0.82	998	-2	734	1.1	3%
COc1ccc(-c2ccc(SCC(=O)c3ccc(F)cc3)nn2)cc1OC	2.4	0.6	17	-0.6	1041	i	46	i	2	-20%	-1.3	1248	25	694	1	-12%
CCc1nc(SCC(=O)Nc2ccc(OC)cc2[N+](=O)[O-])n[nH]1	.	.	.	-0.1	1247	i	40	.	.	.	-0.85	1102	1	693	.	.
CCC(=O)N(Cc1cc2ccc(C)cc2n2nnnc12)C1CCCCC1	3.7	2.4	4.3	-0.1	489	i	30	i	-3	12%	.	.	2	801	1	13%
O=C(Cn1cc([N+](=O)[O-])cn1)N1CCc2ccccc21	2.3	1.5	6.9	-0.2	1384	i	17	i	-24	8%	-0.63	1437	.	.	1.1	12%
Cc1cccc(C)c1NC(=S)N=Nc1c(O)n(C)c2ccc(S(=O)(=O)N3CCOCC3)cc12	3.4	0.9	1.1	-3.7	598	i	40	i	11	21%	-0.45	1091	-10	745	0.9	30%
Cc1ccc(C(=O)NCc2ccc3c(c2)OCO3)cc1S(=O)(=O)N1CCCCC1	1.7	2.4	3.6	0.5	956	i	33	i	-8	18%	-0.05	1862	-6	544	1.1	15%
Cc1cccc(C(=O)NCc2nnc(SCc3ccc(F)cc3)n2C)c1	5.1	1.1	5.6	-0.1	1502	i	33	i	10	4%	0.44	1496	3	701	1.1	-1%
O=C(c1cn(-c2ccccc2)nc1-c1ccc(F)cc1)N1CCCCC1	4.1	2.7	7.0	.	.	i	39	i	-4	7%	0.53	1355	-7	647	1.1	7%
Fc1ccc(CSc2nnc(-c3cnccn3)n2Cc2ccco2)cc1	3.5	1.8	7.8	5.1	1031	i	40	i	20	5%	-0.73	882	5	768	1	-1%
Cc1ccc(NC(=O)C2CCN(c3cnccn3)CC2)cc1C	1.9	1.9	12	0.6	1512	i	19	i	6	-7%	1.2	1333	-2	583	1	-18%
O=C(NCc1ccccn1)c1ccc(Cl)c(S(=O)(=O)Nc2ccccc2C(=O)NCc2ccccn2)c1	4.0	2.2	9.7	-1.7	1168	i	44	i	12	-12%	-0.21	1563	-6	632	1.1	-27%
CC(=O)CCc1ccc(OCC(O)CNC2CCCc3ccccc32)cc1 (stereo not given)	1.6	2.8	7.7	-0.7	1126	i	49	i	-1	15%	-0.67	1474	-18	652	1.1	1%
CS(=O)(=O)N(CCc1ccccc1)CC(=O)N1CCCCC1	2.3	1.5	5.8	-0.3	1024	i	9	i	-6	8%	0.34	1815	1	699	1.1	3%
Cc1cc(C)c(S(=O)(=O)Nc2ccccc2-c2ccccc2)c(C)c1	4.3	3.1	6.5	2.1	1051	i	22	i	7	25%	-0.08	1596	-36	683	1.2	25%
